Screening results: PubChem, Broad Institute
GSIS activator: GLuc luminescence reporter in INS-1E cells, primary screen for activators of glucose-dependent secretion of insulin | activation, % at 16.6 µM | INS-1E GLuc reporter insulin secretion, 2-3 h | 370,000 tested, 0.61% active | AID 743287, 2014;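 active = lowest replicate activation of at least 40%, so every replicate reaches that level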;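 also: 0% = median of neutral control wells and 100% = median of IBMX positive control wells; some compounds called inactive have numbers as strong as hits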
CFTR F508del cor: F508del CFTR correction, initial screen, CFBE line, single point; activity (quench increase), % at 7.58 µM; CFBE cells, YFP halide quenching; stimulated with forskolin plus potentiator P3; % fluorescence drop versus neutral controls; 350,000 tested, 0.36% active;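 active = mean added fluorescence quench of at least 8% versus neutral control, with both replicates also reaching 8%; inconclusive = only one of the mean or replicate conditions met; inactive = mean below 8% and not both replicates reaching 8%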;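 also: cells transiently co-express mutant CFTR-F508del with the halide-sensitive YFP; corrector assay measuring rescue of mutant channel to the surface after 24 h compound exposure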
FN deposit inh: inhibitors of fibronectin matrix deposition, primary screen, AH1F cells, Alexa488-fibronectin fluorescence, plate reader; AH1F fibroblasts, overnight; inhibition, % at 12.6 µM; 350,000 tested, 0.086% active; AID 743247, 2014;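 active = mean inhibition across replicates of 30% or more, regardless of how many single replicates reach that level; inconclusive = mean under 30% yet at least half of replicates reach 30%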;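 also: positive control wells lacked labelled fibronectin entirely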
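Material – AH1F fibroblast monolayer, labelled fibronectin deposition · Reagent – labelled fibronectin 24 nM · Timing – 1 h adhesion, overnight exposure · Measured by – fluorescence at 485 nm excitation, 525 nm emission · Read-out – inhibition of fibronectin deposition signal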
DENV2 CPE: inhibitors of DENV2 cytopathic effect, primary screen, cell-based, plate reader, single concentration. DENV2-infected cells, cytopathic effect rescue. CPE inhibition, % at 9.99 µM. 350,000 tested, 1.7% active. AID 651640, 2012; in the data active = CPE inhibition above about 20%, passing the limit was not always enough; inconclusive = no clear call, values can overlap the other calls; tested in BHK-21 cells;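 also: 0% = median of neutral control wells and 100% = median of positive control wells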
EWS-Fli inh: EWS/Fli-driven NR0B1 reporter inhibitors, primary screen, A673 cells, NR0B1 luciferase, luminescence, MLPCN library; viability-normalised; inhibition, % at 12.6 µM; 350,000 tested, 0.67% active; AID 651661, 2012;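 active = mean inhibition of at least 50% after viability correction, with every replicate also passing that limit; inconclusive = mean reaches 50% but only one of two replicates passes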;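 also: firefly luciferase signal divided by Alamar Blue viability fluorescence both relative to DMSO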
PAX8 reporter: inhibitors of PAX8-driven TPO luciferase reporter, primary screen, RMG-I cells, single concentration; inhibition, % at 12.6 µM; SteadyGlo, 24 h; AID 652154, 2013; 360,000 tested, 1.2% active;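 active = mean replicate inhibition at least 60% with every replicate also reaching 60%; inconclusive = only one of the two criteria is met; inactive = mean below 60% and not all replicates reaching 60%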;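 also: luciferase light reporting Pax8 driven TPO promoter activity; plate controls were median of neutral control wells for no effect and mitoxantrone controls for full effect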
miR122 inh: miR-122 Renilla sensor signal increase in Huh7, primary screen, miR-122 inhibitor project, cell-based, single point, plate reader. Huh7 miR-122 Renilla luciferase sensor, 48 h; neutral wells = 0, positive control = 100. activation (reporter increase), % at 12.5 µM. 340,000 tested, 0.3% active. AID 602342, 2012;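 active = mean replicate activation score at least 90 and every replicate individually at or above 90; inconclusive = only one of the two criteria met; inactive = neither criterion met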;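 also: higher luciferase means less miR-122 activity so hits act as miR-122 inhibitors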
Active calls of the source: *; ? = inconclusive; nt = no result given; & = joins results of further samples; [ ] = dose if it differs, or a comment. Not a hit list; 3.9% or so of the library scored in one or more.

cpd	molecule	GSIS activator	FN deposit inh	CFTR F508del cor	DENV2 CPE	EWS-Fli inh	PAX8 reporter	miR122 inh
1	Cc1ccc(S(=O)(=O)N2CCN(C(=O)COC(=O)CNC(=O)c3ccc(Cl)cc3Cl)CC2)c(C)c1	nt	2	-2.4	18	1	0	-2
2	COc1cc(C=c2c3ccccc3n3c2cc(-c2ccccc2)[n+]3C)cc(OC)c1OC	24	-4	-2.0	7	8	93*	nt
3	CSc1nc(C)c(Cc2ccccc2)c(=O)[nH]1	-8	-6	0.1	-1	0	2	0
4	CC(c1nnc(SCC(=O)Nc2cccnc2Cl)n1-c1ccccc1)N(C)C (stereo not drawn)	19	-5	nt	4	-4	8	nt
5	O=C(c1cccc(F)c1)N1CC[C@@H]2[C@H]1c1cc(-c3ccccc3)ccc1N[C@@H]2CO	-20	-2	3.7	46*	-3	nt	nt
6	COc1ccc(CN(C)C[C@H]2Oc3ccc(NC(=O)CCN4CCOCC4)cc3C(=O)N([C@@H](C)CO)C[C@@H]2C)cc1	5	nt	-0.4	-5	0	5	5[16.7 µM]
7	CC(=O)Nc1oc(-c2cccc3ccccc23)nc1C#N	-10	4	1.9	-8	-15	37	-2
8	CC(C)CN1CCC1(C)C(=O)Nc1cc(-c2ccccc2)nn1C (stereo not drawn)	1	25	-2.4	3	-8	-7	1
9	COc1cc(C(=O)NCCSc2ccc(Br)cc2)cc(OC)c1OC	-18	nt	nt	6	-5	-2	nt
10	O=C(CNC(=S)N(Cc1ccccc1)Cc1cccnc1)NC1CCCCC1	-12	0	nt	2	nt	-9	nt
11	CN(C)S(=O)(=O)c1cc(NC(=O)CSc2cccc[n+]2[O-])ccc1Cl	-10	13	0.3	11	-9	-27	-1
12	O=C(Nc1ccccc1Oc1ccccc1)c1cccs1	-11	-4	-4.3	-3	-1	2	-11

Reformatted screen by screen: entries from further up.
[3] CSc1nc(C)c(Cc2ccccc2)c(=O)[nH]1
[4] CC(c1nnc(SCC(=O)Nc2cccnc2Cl)n1-c1ccccc1)N(C)C (stereo not drawn)

screen / no.,3,4
GSIS activator,-8,19
FN deposit inh,-6,-5
CFTR F508del cor,0.1,nt
DENV2 CPE,-1,4
EWS-Fli inh,0,-4
PAX8 reporter,2,8
miR122 inh,0,nt

The list goes on.
cpd	molecule	GSIS activator	FN deposit inh	CFTR F508del cor	DENV2 CPE	EWS-Fli inh	PAX8 reporter	miR122 inh
13	C[C@H](CO)N1C[C@H](C)[C@H](CN(C)S(=O)(=O)c2cn(C)cn2)OCc2ccccc2-c2c(n(C)c3ccccc23)C1=O	16	7	0.2	-2	-4	15	nt
14	COc1cc(/C=C2\C(=N)N3N=C(C)SC3=NC2=O)cc(OC)c1OCCOc1ccccc1C	-13	1	1.2	-7	0	-1	-9
15	C[C@@H](NC(=O)C[C@H]1CC[C@H]2[C@@H](COC[C@H](O)CN2C(=O)Nc2ccccc2)O1)c1ccccc1	1	-7	-3.3	50*	-5	2	-2[16.7 µM]
16	COc1ccc(S(=O)(=O)N(C)C[C@@H]2OCCCC[C@H](C)Oc3ccc(NS(C)(=O)=O)cc3C(=O)N([C@H](C)CO)C[C@H]2C)cc1	-8	nt	0.3	2	-12	8	7[16.7 µM]
17	Cc1noc(/C=C/c2cccs2)c1S(=O)(=O)N1CCC(C(=O)NCCCN2CCC(C)CC2)CC1	-5	-1	-1.0	6	-5	-16	nt
18	CC(=O)Nc1ccc(NC(=O)C(C)OC(=O)/C=C/c2cccs2)cc1 (stereo not drawn)	2	nt	0.0	7	0	10	nt
19	CCc1ccc(NC(=O)C2CCN(S(=O)(=O)c3c(C)noc3/C=C/N(C)C)CC2)cc1	11	5	2.0	2	11	53	nt
20	CCN(CC(=O)NCc1cccs1)C(=O)c1ccc(-c2ccc(F)cc2)o1	-14	6	0.7	1	6	6	-2
21	COc1ccc(S(=O)(=O)Nc2cccc3c2O[C@@H](CN(C)C(=O)Nc2cccc4ccccc24)[C@@H](C)CN([C@H](C)CO)C3=O)cc1	-11	4	0.2	nt	-1	nt	-1[16.7 µM]
22	COc1ccc(CN2CCC(C(=O)c3ccc(Cl)cc3)CC2)cc1	-19	-5	-2.3	9	15	-9	2
23	CC(C)C#Cc1cnc2c(c1)C(=O)N([C@H](C)CO)C[C@H](C)[C@@H](CN(C)C(=O)Nc1cccc(F)c1)O2	-45	-14	nt	6	23	21	-5[16.7 µM]
24	N#C/C(=C\c1c(N2CCCCCC2)nc2ccccn2c1=O)C(N)=O	40*	1	2.3	4	37	-7	nt
25	COc1ccc(C(=O)Nc2cccnc2)cc1S(=O)(=O)N1CCOCC1	-4	13	nt	nt	nt	nt	0
26	CCOC(=O)C1=NN(c2cccc(Cl)c2)C2=NC(C)=C(C(=O)OC)C(c3cccs3)N12 (stereo not drawn)	nt	4	nt	nt	nt	56	4
27	S=c1[nH]nc(C2(c3ccccc3)CCCC2)o1	5	-3	-0.8	-3	-8	-7	nt
28	CSCCC(NC(=O)c1ccccc1Cl)C(=O)N1CCN(C(C)=O)CC1 (stereo not drawn)	22	4	-4.3	5	-6	-6	-4
29	COc1ccc2c(c1)[C@]1(C(=O)N2C)C2=C(CCCC2=O)Oc2cc(C)oc(=O)c21	15	4	-1.0	-4	-4	6	nt
30	O=C(Nc1cccc(Br)c1)c1ccc(Cl)c(S(=O)(=O)N2CCOCC2)c1	-5	nt	-3.9	1	5	nt	nt
31	CCC(=O)Nc1c(-c2ccccc2Cl)c(=O)c2ccccc2n1C	12	-9	-2.1	16	2	10	-15
32	COc1ccc(/C=C(\C#N)C(=O)OCC(=O)NC2CC2)cc1	-36	1	-2.9	nt	-3	10	nt
33	CCCn1c(N)c(C(=O)CSc2nc3ncc(Cl)cc3[nH]2)c(=O)n(C)c1=O	6	5	-2.2	-4	-5	2	-3
34	Cc1ccc(S(=O)(=O)Nc2ccc3c(c2)C(=O)N([C@H](C)CO)C[C@@H](C)[C@@H](CN(C)S(=O)(=O)c2ccccc2)O3)cc1	-16	nt	0.1	-4	2	6	54[16.7 µM]
35	CNC[C@H]1OCCCC[C@H](C)Oc2ccc(N(C)C)cc2C(=O)N([C@H](C)CO)C[C@H]1C	21	nt	1.9	4	-1	-3	-5[16.7 µM]
36	CCN(CC)c1ccc2c(C)cc(=O)oc2c1	21	nt	2.4	-2	2	nt	0
37	CC(C)(C)c1ccc(-c2noc(-c3ccc4c(c3)CCO4)n2)cc1	nt	-22	2.4	4	-66	-101	-2
38	CCCc1nc2ccccc2c(=O)n1CC(=O)c1ccccc1	-2	2	4.4	-4	-6	-3	nt
39	Cc1ccc(S(=O)(=O)N2CCN(C(=O)Cc3ccsc3)CC2)c(C)c1	27	nt	2.4	?	2	14	-9
40	O=C(NNC(=S)NCc1ccc(Cl)cc1)c1ccc2c(c1)OCO2	-8	16	-2.6	12	-4	0	nt
41	O=C(c1ccccn1)N1CCN(C(=O)c2ccccn2)CC1	nt	0	nt	nt	nt	-9	-15
42	CCc1cccc(C)c1NC(=O)CO/N=C(\N)CC(=O)NC1CCCCC1	-15	nt	-1.6	1	-2	-9	nt
43	O=C(Nc1ncc(Cc2ccc(C(F)(F)F)cc2)s1)c1ccc(-c2cccc([N+](=O)[O-])c2)o1	-32	-13	nt	nt	nt	34	nt
44	COc1cc(C(F)(F)F)nc2ccc(C#CCOC(=O)Nc3ccccc3)cc12	nt	-10	0.2	4	-10	1	-4
45	Cc1ncoc1C(=O)N1CCCC(C(=O)Nc2cccc(-c3ccc(F)cc3)c2)C1 (stereo not drawn)	-21	8	1.5	-3	-3	8	5
46	COc1cc(/C=C/C(=O)c2ccc3c(c2)OCCO3)cc(OC)c1OC	-3	7	-11	-9	0	-2	nt
47	Cc1cc(C)c[n+](-c2nc3ccccc3nc2[N-]S(=O)(=O)c2ccc(Br)s2)c1	2	4	-1.4	0	0	-7	45
48	O=C(C[C@H]1CC[C@H]2[C@@H](COC[C@H](O)CN2C(=O)c2ccccc2F)O1)NCc1ccc(-c2ccccc2)cc1	-23	-1	-0.2	-4	nt	nt	3[16.7 µM]
49	COc1ccc(-c2nc3ccc(C)cn3c2Cc2ccc(C)cc2)cc1OC	-24	-3	3.8	-2	3	-14	2
50	CC(C)C#Cc1ccc2c(c1)O[C@@H](CN(C)C(=O)c1cccnc1)[C@H](C)CN([C@H](C)CO)S2(=O)=O	0	nt	-2.8	-2	1	nt	-5[16.7 µM]
51	CC1Cc2ccccc2N1S(=O)(=O)c1cccc(C(=O)N2CCCCC2)c1 (stereo not drawn)	-32	-2	1.6	9	11	17	nt
52	C[C@@H]1CC=C[C@H]2[C@H]1C(=O)N(Cc1ccccc1)[C@H]2c1ccc(C(F)(F)F)cc1	-26	2	0.1	-17	4	-15	nt
53	C[C@H](CO)N1C[C@H](C)[C@H](CN(C)C)Oc2ccc(NC(=O)CCCN(C)C)cc2C1=O	8	-1	-0.1	1	-1	-17	1[16.7 µM]
54	COc1cccc(N2CCN(C(=O)c3ccc(CS(=O)c4ccc(C)cc4)o3)CC2)c1 (stereo not drawn)	-8	5	9.6*	-3	49	66*	58
55	CC(=O)Nc1ccc(S(=O)(=O)NCCC(=O)Nc2ncccc2C)cc1	18	7	-0.3	-4	4	-15	nt
56	O=C(c1ccccc1F)N1CCN(c2ccccc2F)CC1	17	7	nt	nt	nt	15	2
57	CCN(CC(=O)Nc1ccc(NC(C)=O)cc1)C(=O)/C=C/c1ccco1	25	nt	1.9	-9	2	1	-13
58	C[C@H]1CN([C@@H](C)CO)C(=O)c2cccc(NC(=O)c3ccc(-c4nccs4)cc3)c2O[C@@H]1CN(C)C(=O)Nc1cccc2ccccc12	-2&-3	3&3	-1.9&0.3	-1&-13	3&14	0&12	-13[16.7 µM]
59	COc1ccc(Cl)cc1N1C(=O)C2CCCN2C1c1ccc(F)cc1 (stereo not drawn)	-8	2	3.7	?	-5	9	nt
60	O=C(C[C@H]1CC[C@@H]2[C@H](COC[C@H](O)CN2Cc2ccc(Cl)cc2)O1)NCc1ccccc1Cl	-1	-6	1.5	-10	3	-17	-1[16.7 µM]
61	COc1ccc(C(=O)Nc2ccc(F)cc2F)cc1	23	nt	0.7	0	-37	nt	-3
62	CN(C1CCCCC1)S(=O)(=O)c1cn(C)c(=O)n(C)c1=O	10	5	-0.3	1	-4	-8	4
63	CC(C)CCNC(=O)Cc1ccc(Nc2nc(=S)[nH]c3ccccc23)cc1	19	3	1.2	6	0	-4	15
64	COC(=O)[C@H](Cc1ccccc1)N1C[C@@H](N2CCC[C@H]2C)CS1(=O)=O	-8	8	-0.5	1	-2	21	nt
65	O=C(CN1C(=O)C2CC=CCC2C1=O)Nc1ccc(F)c(Cl)c1 (stereo not drawn)	3	3	1.5	-14	0	4	-9
66	O=C(CCCN1C(=O)/C(=C\c2ccco2)SC1=S)Nc1cccc2ccccc12	-20	-19	nt	-2	8	9	nt
67	Cc1ccc(C(=O)N2CCN(c3cc(=O)[nH]nc3-c3ccccc3)CC2)cc1	nt	-2	nt	nt	nt	8	2
68	O=C(CCC1CCCN(C(=O)c2ccc3cc[nH]c3c2)C1)NCc1ccc(F)c(F)c1 (stereo not drawn)	-4	nt	0.6	4	-30	-14	30
69	COc1cc(/C=N/Nc2ccccn2)cc(OC)c1O	8	-18	0.3	-9	-21	-6	-1
70	O=C(CCCCCn1c(=S)[nH]c2cc3c(cc2c1=O)OCO3)NCCc1ccccc1	8	-3	2.3	-3	-1	-18	-5
